ALOX12 inh – ALOX12 (human) lipoxygenase inhibition; P18054; purified 12hLO, xylenol orange hydroperoxide absorbance; Potency, µM (doses to about 108 µM), without a hit: at the highest dose activity change, negative = inhibition, hits mostly inhibitors; 1.1% of 580,000 active; AID 1671190; active = well fitted inhibition curve with a large enough effect; inconclusive = small, poorly fitted or top-dose-only effect, or another doubt; inactive = no such curve, though single readings can be large or run the other way
Target sequence (P18054 whole entry, looked up): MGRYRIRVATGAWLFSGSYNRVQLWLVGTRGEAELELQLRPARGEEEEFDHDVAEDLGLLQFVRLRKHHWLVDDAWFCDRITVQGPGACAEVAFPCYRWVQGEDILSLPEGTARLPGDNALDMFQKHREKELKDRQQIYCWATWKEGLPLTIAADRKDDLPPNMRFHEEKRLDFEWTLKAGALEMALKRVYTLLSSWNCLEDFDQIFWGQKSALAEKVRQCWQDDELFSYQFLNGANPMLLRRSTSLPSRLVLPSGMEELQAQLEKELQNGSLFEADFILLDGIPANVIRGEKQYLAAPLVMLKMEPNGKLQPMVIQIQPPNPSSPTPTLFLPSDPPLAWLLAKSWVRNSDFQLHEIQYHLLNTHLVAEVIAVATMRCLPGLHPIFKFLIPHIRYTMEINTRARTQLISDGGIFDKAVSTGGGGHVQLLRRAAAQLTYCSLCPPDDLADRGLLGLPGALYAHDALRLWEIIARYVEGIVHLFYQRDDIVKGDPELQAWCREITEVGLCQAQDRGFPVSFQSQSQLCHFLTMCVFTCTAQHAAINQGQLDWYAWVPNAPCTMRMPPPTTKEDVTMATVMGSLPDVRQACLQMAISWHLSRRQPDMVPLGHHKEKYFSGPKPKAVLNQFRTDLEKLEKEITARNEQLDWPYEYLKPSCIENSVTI
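Purified human 12hLO (150 nM final) in 25 mM Hepes, 0.01% Triton X-100, pH 7.0 was preincubated 15 min at room temperature with compound. Then 40 uM arachidonic acid was added, 30 min. Hydroperoxide was read by Fe-XO absorbance ratio 573/405 nm.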
* = called active by the depositor; ? = inconclusive; [ ] = another dose, or the depositor's remark. % is set by controls: 0 for no effect and ±100 for the full control effect; potency is the fitted concentration of half-maximal effect. Only part of the results is shown, so the mix of outcomes need not match the whole.

ALOX12 inh,molecule
8%[176 µM],COc1ccc(C)cc1-c1cn(C)c(=O)n2cc(COc3ccccc3)nc12
4%,Cc1ccc(NC(=O)CCC2CCCCC2)cc1
64%[activator],O=C(Nc1ccc2nnc(-c3ccc(C(=O)N4CCCCC4)cc3)n2c1)C1CCC1
?,O=C(Oc1ccccc1)N1CCC2(CC1)CCN(c1ccccn1)CC2
0%[6.33 µM],CC(C)NC(=O)N1CC2ON=C(C(=O)N3CCN(c4ncccn4)CC3)C2C1 (configuration not stated)
?,Cc1cc2nc3n(c(=O)c2n1CC(=O)NCCc1ccc(Cl)cc1)CCC3
21%,Cc1ccsc1C(=O)N1CCC(Cc2nc(C3CCOCC3)no2)CC1
15%,CCCCSc1nnc(-c2c[nH]c3ccccc23)n1C1CC1
-1%,Cc1ccccc1C(=O)N[C@H](C(=O)N1CCC[C@H]1C(=O)NCCc1ccccc1Cl)C1CCCCC1
39%[activator],Cc1ccc(C(=O)Nc2c(NC3CCCC3)c3ccccc3oc2=O)cc1
?,CN(Cc1ccco1)Cc1cc(-c2ccnc3cc(Cl)ccc23)ccc1O
38%[activator],COc1ccc(-c2cc(=O)c3cc(OC(=O)C(C)(C)C)ccc3o2)cc1
15%,O=C(c1cn(CC2CCCO2)nn1)N1CCN(c2cccc(C(F)(F)F)c2)CC1 (configuration not stated)
47%[activator],Cc1ccsc1C(=O)N1CCC(c2nc(C3CCOCC3)no2)CC1
20%,O=S1(=O)c2ccc(Br)cc2OC[C@H](Cc2ccccc2)N1Cc1cn(Cc2ccc(F)cc2)nn1

Brought forward from above: two entries; new compounds follow.
ALOX12 inh,molecule
47%[activator],Cc1ccsc1C(=O)N1CCC(c2nc(C3CCOCC3)no2)CC1
20%,O=S1(=O)c2ccc(Br)cc2OC[C@H](Cc2ccccc2)N1Cc1cn(Cc2ccc(F)cc2)nn1
23%,Cc1ccccc1NC(=O)N1CCC(CCNC(=O)c2ccccc2)CC1
15%,CC(Sc1ccccc1Cl)C(=O)Nc1ccnn1C(C)C (configuration not stated)
58%[activator],CC(C)Oc1ccc(CN2CCCC(COc3ccccc3C(=O)N3CCCC3)C2)cc1 (configuration not stated)
-6%[176 µM],CC1(C)[C@H]2CC[C@@H](CNC(=O)c3ccc(Cl)nc3)[C@@H]1C2
30%[activator],Nc1nccnc1C(=O)NCCc1ccccn1
43%[activator],CN(C)Cc1ccc2c(c1)c(OC(C)(C)C(=O)NCCN1CCOCC1)nn2Cc1ccccc1
?,O=C(Cn1ccccc1=O)Nc1ccc(Cl)cc1Cl
17%,Brc1ccc(-c2noc(-c3cccc4ccccc34)n2)cc1
2%,O=C(Nc1ccc2ncnc(N3CCCC3)c2c1)c1cccc(Br)c1
?,O=[N+]([O-])c1cccc(NS(=O)(=O)c2ccccc2[N+](=O)[O-])c1
26%,CSc1nc(N)c2c3c(sc2n1)CCCC3C (configuration not stated)
-2%[57.4 µM],COc1ccc(C(=O)N2CCC3(CC2)CN(c2ncccn2)C3)cc1
?,COC(=O)CNC(=O)c1cc(-c2cccc(C(F)(F)F)c2)c2nncn2n1
61%[activator],O=C(NCc1ccncc1)c1ccc2c(c1)n(Cc1ccc(F)cc1)c(=O)c1ccnn12
48%[activator],CSCC[C@@H]1NC(=O)c2cc(NC(=O)c3n[nH]c4c3CCC4)ccc2NC1=O
14%[176 µM],Cn1ccc(NC(=O)c2ccc3c(c2)NC(C)(COc2ccccc2)CO3)n1 (configuration not stated)
-2%,CC1(C)CC(=O)C/C(=N/NC(=O)c2cccc(Br)c2)C1
?,COC(=O)C1=C(C)N(C)C(=NCc2cccc(C(F)(F)F)c2)NC1c1cccc(Cl)c1 (configuration not stated)
38%,O=C1NC2(CCN(Cc3ccccc3C(F)(F)F)C2)Oc2ccccc21 (configuration not stated)
27%,COCC1CN(S(=O)(=O)c2ccc3c(c2)CCC3)CC12CCNCC2 (configuration not stated)
-5%,Cn1c(=O)c2c(nc(Cl)n2CCCC#N)n(C)c1=O
28%,COCCn1cnnc1C(C)NC(=O)CCc1nc(-c2ccccc2OC)no1 (configuration not stated)
-4%[176 µM],COc1ccc(-c2noc([C@H](C)O)c2C(=O)NC(C)C)cc1
-17%[6.33 µM],CN1CC(=O)N(C2CCCNC2)Cc2c1ncnc2N1CCC(N)CC1 (configuration not stated)
7%,CS(=O)(=O)N1CCCN(C(=O)Cc2cccs2)c2ccccc21
-2%,c1ccc2sc(-c3cc4c(c(OC5CCOC5)c3)OCCN(Cc3cccn3-c3nccs3)C4)nc2c1 (configuration not stated)
0%,CCN(CC)C(=O)c1cccc(NS(=O)(=O)c2cccs2)c1
-10%,CC(C)c1ccc(-c2csc(NC(=O)COCc3nc4ccccc4c(=O)[nH]3)n2)cc1
-54%,COc1ccc2c(=O)c(-c3ccccc3OC)c(C)oc2c1
64%[activator],O=C(NCC(c1ccccc1)c1c[nH]c2ccccc12)c1ccncc1 (configuration not stated)
10%,N#CCc1ccc(NC(=O)CCC(=O)c2ccc3c(c2)CCC3)cc1
33%[activator][176 µM],CN1C(=O)CO[C@H](c2ccc(NC(=O)c3cccc(F)c3)cc2)[C@H]1CO
-16%,Cc1ccc(NC(=O)CSc2nnc(C)n2C)c(Cl)c1
40%[activator],COc1ccc(CN2CCN(c3nc4ccccc4o3)CC2CCO)cc1C (configuration not stated)
-10%,CC(NC(=O)c1[nH]c2ccccc2c1Cl)c1cccc(F)c1 (configuration not stated)
?,N#Cc1c(NC(=O)c2cccc3ccccc23)sc2c1CCCC2
13%[6.33 µM],O=Cc1ccc(N2CCN([S+](=O)([O-])C3CC3)CC2=O)cc1
11%,O=[N+]([O-])c1ccccc1S(=O)(=O)Nc1cccc(-n2cccn2)c1
-4%,Cc1ccc(CN2C(=O)NC3(CCN(C(=O)c4ccsc4)CC3)C2=O)cc1
?,CCOC(=O)c1ccc(NC(=O)C2CC(=O)Nc3nc(C)nn32)cc1 (configuration not stated)
15%,CCc1noc(-c2ccn3c(CNC(=O)C4CCCCC4)nnc3c2)n1
50%[activator],CCOCCOC1CCN(C(=O)Cc2c[nH]c3ccccc23)CC1
20%,NC(=O)C1(NC(=O)c2ccc(Cl)cc2F)CCCCC1
33%[activator],O=C(NCCCN1CCOCC1)C1CCc2ncc(-c3ccsc3)n2C1 (configuration not stated)
60%[activator],COc1ccccc1C1CC(=O)NC(SCC(=O)Nc2ccc(F)cc2)=C1C#N (configuration not stated)

The final two entries of the part above lead into the next.
ALOX12 inh,molecule
33%[activator],O=C(NCCCN1CCOCC1)C1CCc2ncc(-c3ccsc3)n2C1 (configuration not stated)
60%[activator],COc1ccccc1C1CC(=O)NC(SCC(=O)Nc2ccc(F)cc2)=C1C#N (configuration not stated)
-48%,O=C(Nc1cccc(-c2nc3cc(Cl)ccc3o2)c1)c1cccc(F)c1
?,O=C1CC2(C(=O)Nc3ccccc32)c2sc(C(=O)O)c(-c3ccccc3)c2N1 (configuration not stated)
74%[activator],C=CCNC(=O)C(NC(=O)c1cccc(C)c1)C1CCN(C(=O)c2ccccc2OC)CC1 (configuration not stated)
10%,CSc1cccc(NC(=O)CCc2ncc(-c3ccc(F)cc3)o2)c1
-10%,CN1CCN(c2ccc([N+](=O)[O-])c(-n3nc(-c4ccc(Cl)cc4)c4ccccc4c3=O)c2)CC1
?,Cc1oc2cc(OC(=O)c3ccco3)ccc2c(=O)c1-c1ccc(Br)cc1
30%[activator],O=C(NCCn1cccc1-c1nc(-c2ccc3c(c2)OCO3)no1)c1ccc2c(c1)OCO2
10%,Cc1cc(Cl)ccc1N(CC(=O)NCCN1CCOCC1)S(=O)(=O)c1ccccc1
-4%,CC(C)c1noc(-c2cn(C3CCN(C(=O)c4ccc(C(C)(C)C)cc4)C3)nn2)n1 (configuration not stated)
26%,O=C(c1cc(Br)cn2ccnc12)N1CCN(c2ncccn2)CC1
8%,COc1ccccc1Oc1c(C)oc2cc(OCC(=O)Nc3ccccc3F)ccc2c1=O
?,Cc1ccc(-c2cc(C(=O)O)c3cccc(Cl)c3n2)cc1
?,O=C(CSc1ccccn1)c1ccc(Cl)cc1
0%,COc1ccc(C2CC(=O)N(c3sc4c(c3C#N)CCCC4)C3=C2C(=O)CC(C)(C)C3)cc1OC (configuration not stated)
15%,O=C(CN1C(=O)CNC1=O)N1CCc2nnc(-c3ccccc3)n2CC1

A different layout for part of the listing above:
> c1ccc2sc(-c3cc4c(c(OC5CCOC5)c3)OCCN(Cc3cccn3-c3nccs3)C4)nc2c1 (configuration not stated)
  ALOX12 inh: -2%

> CN(C)Cc1ccc2c(c1)c(OC(C)(C)C(=O)NCCN1CCOCC1)nn2Cc1ccccc1
  ALOX12 inh: 43%[activator]

Following part:
ALOX12 inh,molecule
35%[activator],CC1CCN(C(=O)C(=O)N2CCN(c3nc(-c4ccco4)c4c(c3C#N)CCC4)CC2)CC1
?,O=C(CC1CCCCC1)N1CCC(n2cc(-c3nc(-c4ccccc4)no3)nn2)CC1
-15%,Cc1cccc(COC(=O)c2ccc(C#N)cc2)c1
-16%,COc1cccc(CNC2CCCC2)c1OCc1ccccc1F
?,O=C(NCCc1ccccn1)c1ccc(Cl)cc1
?,CCc1nonc1NC(=O)COc1ccc(C)c(C)c1
?,Cc1ccc(Cn2cc(-c3ccncc3)cc2C(=O)O)cc1
?,CC(C)c1ccc(CC(=O)N2CCCc3ncc(C(=O)Nc4cccc(Cl)c4)cc32)cc1
1%,O=C(O)CC1C(=O)NCCN1Cc1ccc(F)cc1 (configuration not stated)
57%[activator],CN(Cc1ccc2nonc2c1)Cc1ccccc1OCC(O)CN1CCCCC1 (configuration not stated)
0%,CC(NC(=O)c1nn(C)c(=O)c2ccccc12)c1ccc(-c2ccccc2)cc1 (configuration not stated)
-16%,Cc1cc(C(=O)NC(C)C23CC4CC(CC(C4)C2)C3)c(C)o1 (configuration not stated)
?,O=C(NC[C@H]1O[C@@H](CC(=O)N2CCc3ccccc32)[C@H](O)[C@@H]1O)c1ccco1
8%,CC(C)(C)C(=O)c1c(N)[nH]c(C(=O)c2ccccc2)c1-c1ccc(F)cc1
?,CC(C)n1nc(C(=O)Nc2ccc(S(=O)(=O)N(C)C)cc2)c2ccccc2c1=O
-2%,NCCSC12CC3CC(CC(C3)C1)C2
-19%[176 µM],c1ccc(CCCN2CC[C@H](c3nc4ccccc4s3)C2)cc1
-1%,COc1ccc(NC(C)=O)cc1NC(=O)COC(=O)c1ccc(C)s1
-16%,Cc1ccc(CN2CCn3nnc(CCC(=O)NCc4ccccc4)c3C2)o1
41%[activator],CN(C)C[C@@H]1CN(S(C)(=O)=O)C[C@H]1NC(=O)CCC1CCCC1
?,O=C1N(c2ccc(F)cc2)CCOC12CCN(Cc1ccc3[nH]ccc3c1)CC2
23%,Cc1cnc(CC2CCN(S(=O)(=O)c3ccccc3)CC2)n1Cc1ccccc1
-61%,Cc1ccc(NC(=O)c2ccc(NC(=O)C3=CSCCO3)cc2)cc1C
?,O=C(c1ccc(Br)s1)N(Cc1ccc(Br)cc1)C1CC1
2%,CCOc1ccc(-c2cc(C(=O)NC(C)CC)c3ccccc3n2)cc1 (configuration not stated)
-7%,C[C@H](O)[C@@H]1CN2CCc3ccc(-c4ccc5c(c4)OCO5)cc3[C@@H]2C[C@@H]1N(C)C(=O)NC1CCCCC1
52%[activator][176 µM],O=C(NCC1CN(Cc2ccccn2)CC12CN(c1ccccc1)C2)c1ccccc1 (configuration not stated)
24%,COC1CCC12CCN(C(=O)C1CCCCC1)CC2 (configuration not stated)
26%,COCC(=O)N1CCC(C(NC(=O)c2ccc(F)cc2)C(=O)N2CCCC2)CC1 (configuration not stated)
15%,COc1ccc2[nH]c(C(=O)NCc3cccnc3)c(C)c2c1

For reference, part of the list above:
ALOX12 inh,molecule
26%,COCC(=O)N1CCC(C(NC(=O)c2ccc(F)cc2)C(=O)N2CCCC2)CC1 (configuration not stated)
15%,COc1ccc2[nH]c(C(=O)NCc3cccnc3)c(C)c2c1

Other results
ALOX12 inh,molecule
38%[activator][176 µM],CN1CC[C@H](c2nc3ccccc3[nH]2)C1
16%,CCc1[nH]nc(C(=O)N2CCC3(CC2)C(=O)NCCN3C)c1C
13%,O=C(NC1C[C@H]2CC[C@@H](C1)N2C(=O)CC1CCCC1)c1ccncc1 (some centres not stated)
3%,c1ccc2cc(OCCSc3nc4ccccc4o3)ccc2c1
?,COc1cccc(-c2ccnc3c2c(=O)[nH]c(=O)n3Cc2ccco2)c1
?,O=C(CCC[C@H]1NC[C@@H]2C[C@H]1CN(Cc1ccccc1)C2)NCCCN1CCCc2ccccc21
1%,CC(=O)c1ccc(C(=O)N2CCN(C(c3ccc(F)cc3)c3ccc(F)cc3)CC2)s1
8%,CN(C)Cc1nc(C(=O)N2CCn3nc(CCC(=O)O)cc3C2)cs1
7%[12.5 µM],c1cc(NCCN2CCCC2)ccn1
19%,CC(C)C(=O)N1CCC(CC(=O)NCc2ccccc2)C1 (configuration not stated)
-15%,CCOC(=O)[C@]12CCC=C1N(Cc1ccco1)C(=O)[C@H](CC(=O)NCc1ccc(C)o1)C2
0%,CCc1ccc(CN(C)CC(=O)N(C)c2c(N)n(Cc3ccccc3)c(=O)[nH]c2=O)cc1

Bioassay records deposited in PubChem by National Center for Advancing Translational Sciences (NCATS).
